Screening results (PubChem)
NTR1 agonist = NTR1-driven beta-arrestin-GFP spot formation – imaging, U2OS cells, high content, primary screen (AID 493036). activation, % at 20 µM. P30989. hit rate 0.17% among 330,000. agonist mode;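 active = activation at or above 40% of the spot to cytoplasm intensity ratio, with at least 20 cells analyzed; inconclusive = wells under 20 cells, flagged as cytotoxic or low count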;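 note: 0% = DMSO without peptide and 100% = 100 nM NTR1 peptide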
Target sequence (P30989 whole entry, looked up): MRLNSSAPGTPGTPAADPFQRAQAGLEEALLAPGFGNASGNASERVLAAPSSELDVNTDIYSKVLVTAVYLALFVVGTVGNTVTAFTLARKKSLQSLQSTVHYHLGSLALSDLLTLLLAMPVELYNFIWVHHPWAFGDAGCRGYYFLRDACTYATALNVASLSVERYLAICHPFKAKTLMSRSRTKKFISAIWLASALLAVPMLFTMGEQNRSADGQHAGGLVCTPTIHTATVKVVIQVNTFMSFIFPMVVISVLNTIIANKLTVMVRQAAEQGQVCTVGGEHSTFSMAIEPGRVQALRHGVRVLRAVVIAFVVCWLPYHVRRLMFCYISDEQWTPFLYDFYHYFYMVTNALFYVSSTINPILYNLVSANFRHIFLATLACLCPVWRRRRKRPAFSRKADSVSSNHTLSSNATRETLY
KOR beta-arrestin-1 = KOR antagonists, beta-arrestin recruitment, cell-based, luminescence, uHTS (AID 1778) | KOR beta-arrestin recruitment, luminescence, antagonist mode; higher % means a stronger effect | inhibition, % at 10 µM, or IC50 in µM where a hit was titrated | hit rate 0.091% among 290,000; note: strong numbers were not always called active
GPR55 antagonists = GPR55 antagonists blocking LPI-driven arrestin recruitment, primary screen, imaging, U2OS, beta-arrestin-GFP, LPI agonist (AID 2013); U2OS GPR55 beta-arrestin-GFP translocation imaging, LPI antagonism; higher % means a stronger effect; hit rate 0.13% among 290,000; inhibition, % at 10 µM, or IC50 in µM where a hit was titrated;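 active = spots per cell inhibited over 60%, with over 100 cells counted and total cytoplasm intensity under 500,000; inconclusive = wells with under 100 cells, flagged as likely toxic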;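 note: U2OS cells stably carrying GPR55 and arrestin-GFP stimulated by 5 µM LPI near EC80; imaged beta-arrestin-GFP aggregate spots per cell after agonist stimulation; plate controls were LPI-stimulated DMSO wells for no effect and DMSO wells without LPI for full effect; some results filed as inactive read as strong as hits; confirmed hits need IC50 under 10 µM and bright autofluorescent wells are also inconclusive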
Myeloid diff 2 = promotes myeloid progenitor differentiation; ER-HoxA9 myeloid progenitors, lysozyme-GFP differentiation, flow cytometry; calls only at 10 µM; hit rate 1% among 360,000; AID 624256;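 active = normalized GFP-positive differentiation at or above the plate's own cutoff, the solvent-only control mean plus 3 SD; inconclusive = no clear call, values can overlap the other calls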;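 note: cells exposed to compound for four days before flow analysis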
KOR beta-arrestin-2 = kappa opioid receptor activators – cell-based, luminescence, uHTS, primary screen (AID 1777) | activation, % at 10 µM; hits with a dose series show EC50 in µM | hit rate 0.02% among 280,000 | KOR beta-arrestin recruitment, luminescence; higher % means a stronger effect; in the data active = activation above about 50%, passing the limit was not always enough; note: a part of the inactive calls stands beside numbers as strong as those of hits
NOD1 inhibition = NOD1 signaling inhibitors, primary screen, cell-based, luminescence, uHTS (AID 1578); NOD1-driven NF-kB luciferase reporter cells, luminescence; higher % means a stronger effect; inhibition, % at 4 µM, or EC50 in µM where a hit was titrated; hit rate 1% among 290,000; in the data active = inhibition mostly above about 36%, no sharp cut-off; inactive = mostly below about 34%;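 note: HEK-293T reporter cells stimulated with the NOD1 agonist gamma-tri-DAP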
GPR55 activation = GPR55 agonists via beta-arrestin recruitment, primary screen, imaging, U2OS cells, beta-arrestin-GFP redistribution (AID 1961); hit rate 0.048% among 290,000; U2OS GPR55 beta-arrestin-GFP redistribution imaging; higher % means a stronger effect; activation, % at 10 µM, or EC50 in µM where a hit was titrated;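 active = activation above 40% with more than 50 cells counted in the well; inconclusive = wells holding fewer than 50 cells, flagged as toxic or sparse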;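 note: U2OS osteosarcoma cells stably expressing GPR55 and beta-arrestin-GFP; plate controls were DMSO negative control for no effect and LPI positive control for full effect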
NOD2 inhibition = inhibition of NOD2-driven NF-kB reporter – cell-based, luminescence, uHTS, HEK293 (AID 1566); HEK293 NOD2/NF-kB luciferase reporter, luminescence; higher % means a stronger effect; one-dose inhibition, % at 4 µM; EC50 in µM for titrated hits; hit rate 0.63% among 290,000; note: many of its hits are not listed in these tables
T cell modulator = T cell immune modulators affecting CD8 T cell-vesicle binding; AID 2052; calls only at 7 µM; 2C CD8+ T cell-vesicle binding, flow cytometry; stronger effect = lower value; hit rate 0.068% among 330,000;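 active = response, share of CD8 T cells binding vesicles, and their 90th percentile fluorescence all below set limits, cut at about 80% in these data, passing the limit was not always enough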
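System: murine 2C transgenic CD8+ T lymphocytes; also added: QL9-loaded Drosophila micro-vesicles; times: binding 1.5 h at 37 °C; measured by: flow cytometry, PE anti-B7-1 (FL2) versus Alexa647 anti-CD8 (FL8), PFA-fixed; control set: Peptide-free naked vesicles (low) and QL9 vesicles with 0.7% DMSO vehicle (high)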
T cell modulator vesicle-bound % = also measured in T cell modulator; calls as there; double positive events, %; measured here: CD8+ vesicle-bound cell fraction;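 binding gate set so that unloaded-vesicle control wells show 10% double positive cells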
NTR1 agonist cell count 20 µM = recorded beside NTR1 agonist, whose call it bears; cell count; measured here: cell count, cytotoxicity flag
Myeloid diff 2 GFP+ MAC1+ % = recorded beside Myeloid diff 2, whose call it bears; GFP+ MAC1+ double positive, %; measured here: differentiation confirmed by MAC1 staining
* marks the source's active call; other numbers are inactive results; i = inactive; ? = inconclusive; / = no result given; & = joins results of further samples; [ ] = remark or other dose. Cut-off read from the data, not from the text of the source, unless noted: active = inhibition above about 50%; inactive = the rest.

SMILES | NTR1 agonist | NTR1 agonist cell count 20 µM | KOR beta-arrestin-1 | GPR55 antagonists | Myeloid diff 2 | Myeloid diff 2 GFP+ MAC1+ % | KOR beta-arrestin-2 | NOD1 inhibition | GPR55 activation | NOD2 inhibition | T cell modulator | T cell modulator vesicle-bound %
O=C(CSc1nnc(C2CC2)n1Cc1ccco1)NCC(F)(F)F | 2.1 | 29 | 0% | 15% | i | 0.3 | 1.2% | 5% | 0.2% | 10% | i | 13
Cc1ccc(NC(=O)C2OCCc3ccccc32)cc1Cl (configuration not stated) | -0.5 | 55 | -15%[20 µM] | -4% | i | 0.4 | 2.1% | -24% | -0.1% | -30% | i | 25
CCN(CCNC(=O)c1ccc(CSc2nc3ccncc3[nH]2)cc1)c1ccccc1 | 0.8 | 72 | 2% | -11% | i | 1.1 | -2.0% | 17% | -0.2% | 24% | i | 25
O=C1[C@H]2[C@@H](c3ccc(F)cc3)N3C(=O)N(c4ccc(Br)cc4)C(=O)[C@@]3(Cc3ccc(Cl)cc3)[C@H]2C(=O)N1C1CCCCC1 | 8.8 | 44 | -36%[20 µM] | -8% | i | 1.3 | -2.8% | -28% | -0.2% | -19% | i | 8
O=C1c2ccccc2C(=O)N1CC(O)Cn1nnc2ccccc21 (configuration not stated) | 2.1 | 71 | -7% | 5% | i | 0.6 | -2.0% | -14% | -0.2% | 8% | i | 31
COCCCNC(=O)COc1cc(C)c(Cl)c(C)c1 | -5.2 | 82 | -12% | -2% | i | 0.7 | 1.5% | -22% | -0.2% | 10% | i | 30
Cc1ccc(C)c(S(=O)(=O)C(C#N)c2nc3ccccc3nc2N2CC(C)OC(C)C2)c1 (configuration not stated) | 3.4 | 80 | -17% | -6% | i | 0.9 | 1.6% | / | -0.1% | 14% | i | 23
CCNC(=S)Nc1ccc(S(=O)(=O)Nc2cc(C)nc(C)n2)cc1 | -1.3 | 59 | -16% | 1% | i | 0.4 | -1.7% | -38% | 0.4% | 14% | i | 8
CCOc1ccc(C/C(O)=C2\C(=O)CC(C)(C)CC2=NCC(=O)O)cc1OCC | -0.9 | 41 | 1% | -9% | i | 0.1 | -3.6% | -35% | 0.7% | -8% | i | 63
CC(=O)N[C@@H](Cc1c[nH]c2ccccc12)C(=O)OCC(=O)Nc1ccc(S(=O)(=O)N(C)C)cc1 | 3.6 | 62 | 2% | 5% | i | 0.7 | -3.1% | -15% | 1.4% | -2% | i | 60
Fc1c(F)c(F)c(N=Cc2ccc3ncccc3c2)c(F)c1F | 5.1 | 74 | 16% | 17% | i | 0.3 | -5.5% | -9% | 1.4% | 15% | i | 52
COc1cc(/C=C/C(=O)NC2CCCCC2)cc(OC)c1OC | -0.5 | 62 | -30% | 9% | / | / | 0.0% | -28% | 1.1% | 5% | i | 59
O=C(Nc1ccc(Cl)cc1)Nc1nnc(/C=C/c2ccccc2)s1 | 14 | 61 | -19% | -6% | i | 0.6 | 7.5% | 6% | 0.0% | 15% | i | 43
CCn1nc(NS(=O)(=O)c2ccccc2[N+](=O)[O-])c2cc3cccc(C)c3nc21 | 0.4 | 60 | -15% | 8% | i | 5.5 | -0.2% | 10% | -0.1% | 17% | i | 5
COc1ccc(CCNC(=O)c2cccc(S(=O)(=O)N3CCCCC3)c2)cc1 | 3.6 | 74 | 9% | 6% | i | 0.4 | -12% | -6% | 0.1% | 14% | i | 49
CC(=O)c1cccc(NC(=O)NCc2ccco2)c1 | 0.3 | 83 | 6% | -3% | i | 1.1 | -5.0% | -20% | 0.4% | 9% | i | 36
COc1ccc(C(C)=O)cc1COC(=O)CCCN1C(=O)c2ccccc2C1=O | 3.9 | 44 | -21% | -6% | i | 0.0 | -1.1% | -30% | 0.0% | 32% | i | 50
COc1ccc(-c2noc(-c3ccccc3-c3ccccc3)n2)cc1 | 2.5 | 60 | 16% | 11% | i | 0.9 | -2.4% | -17% | 0.1% | 10% | i | 31
COCCOc1cc(Nc2nnc(C(F)(F)F)s2)c(Cl)cc1Cl | 3.8 | 51 | 16% | -8% | i | 0.6 | -4.3% | 62% | -0.2% | 9% | i | 56
CCCn1nc2cc(C(=O)NCCCCc3ccccc3)ccc2c1OCC | 5.0 | 48 | 8% | -5% | i | 0.9 | 6.4% | 5% | 0.0% | 17% | i | 52

Some of the entries so far, field by field.
COc1ccc(CCNC(=O)c2cccc(S(=O)(=O)N3CCCCC3)c2)cc1
- NTR1 agonist: 3.6
- NTR1 agonist cell count 20 µM: 74
- KOR beta-arrestin-1: 9%
- GPR55 antagonists: 6%
- Myeloid diff 2: i
- Myeloid diff 2 GFP+ MAC1+ %: 0.4
- KOR beta-arrestin-2: -12%
- NOD1 inhibition: -6%
- GPR55 activation: 0.1%
- NOD2 inhibition: 14%
- T cell modulator: i
- T cell modulator vesicle-bound %: 49

CC(=O)c1cccc(NC(=O)NCc2ccco2)c1
- NTR1 agonist: 0.3
- NTR1 agonist cell count 20 µM: 83
- KOR beta-arrestin-1: 6%
- GPR55 antagonists: -3%
- Myeloid diff 2: i
- Myeloid diff 2 GFP+ MAC1+ %: 1.1
- KOR beta-arrestin-2: -5.0%
- NOD1 inhibition: -20%
- GPR55 activation: 0.4%
- NOD2 inhibition: 9%
- T cell modulator: i
- T cell modulator vesicle-bound %: 36

Other entries
SMILES | NTR1 agonist | NTR1 agonist cell count 20 µM | KOR beta-arrestin-1 | GPR55 antagonists | Myeloid diff 2 | Myeloid diff 2 GFP+ MAC1+ % | KOR beta-arrestin-2 | NOD1 inhibition | GPR55 activation | NOD2 inhibition | T cell modulator | T cell modulator vesicle-bound %
Cc1ccc(NC(=O)N2Cc3ccccc3CC2C(=O)NC(C)(C)C)cc1 (configuration not stated) | 1.6 | 47 | -6% | 12% | i | 0.8 | 3.5% | -29% | -0.2% | -8% | i | 30
O=C(Nc1cccc(F)c1)c1ccco1 | -1.0 | 64 | -34% | 9% | i | 0.4 | -0.3% | -54% | -0.1% | -11% | i | 36
COc1cc([N+](=O)[O-])ccc1NC(=O)/C=C\C(=O)O | 0.7 | 39 | 6%[20 µM] | -2% | i | 0.2 | -5.3% | -26% | -0.1% | 5% | i | 53
COc1cc(Br)c(CCNC(=O)c2ccco2)cc1OC | -2.7 | 80 | -1% | 2% | i | 0.1 | -3.9% | -23% | -0.1% | 10% | i | 31
O=C(NCCC1=CCCCC1)c1cc(-c2ccccn2)nc2ccccc12 | 2.5 | 71 | -3% | 4% | i | 0.3 | 1.6% | -41% | -0.4% | 0% | i | 28
CC(=O)NC12CC3CC(C1)CC(C(=O)Nc1nc4ccc(F)cc4s1)(C3)C2 | -0.7 | 60 | 11% | -26% | i | 1.2 | -2.1% | -11% | -0.2% | -3% | i | 55
O=C(NCc1ccc2c(c1)OCO2)c1c(F)c(F)c(F)c(F)c1F | 1.0 | 57 | -28% | 9% | i | 0.1 | 6.6% | -25% | 0.0% | -9% | i | 49
CN1c2ccccc2-c2nc3ccccc3n2C1c1cccs1 (configuration not stated) | 7.9 | 55 | -14% | 17% | i | 0.4 | 0.7% | 13% | -0.3% | -23% | i | 43
Cc1csc(SCc2ccccc2C(=O)O)n1 | 1.3 | 68 | 2% | 8% | i | 0.3 | -3.8% | -5% | 0.3% | 22% | i | 57
Cc1cc(C)c(S(=O)(=O)c2cccc(C(F)(F)F)c2)c(=O)[nH]1 | -1.5 | 93 | -14% | 8% | / | / | -3.6% | -10% | 0.0% | 4% | i | 36
COCCCNC(=S)N(CCN(C)C)Cc1cc2cc3c(cc2[nH]c1=O)OCCO3 | -0.7 | 63 | 25%[20 µM] | -9% | i | 0.4 | -7.5% | 22% | -0.1% | -24% | i | 7
CC(C)N(Cc1nc(-c2ccc(Cl)cc2)no1)C(=O)CCCN1C(=O)c2ccccc2C1=O | 0.1 | 92 | 17% | 5% | i | 3.9 | -6.4% | 3% | -0.1% | -7% | / | /
CN(C1CCCCC1)S(=O)(=O)c1ccc(NC(=O)CCC(=O)O)cc1 | 3.0 | 45 | -69% | 10% | i | 0.8 | 1.2% | -18% | 0.6% | 1% | i | 50
Cc1c(CN2CCN(CC(C)C)C(CCO)C2)[nH]c2ccc(Cl)cc12 (configuration not stated) | 1.5 | 51 | -48% | 10% | i | 0.3 | 4.7% | 12% | 0.8% | 4% | i | 58
COc1ccccc1-c1nnc(-c2ccc(N3CCOCC3)cc2)o1 | 6.2 | 71 | -59% | 8% | i | 0.7 | -3.6% | -37% | -0.2% | -48% | i | 44
CCCCc1ccccc1NC(=S)NC1CCCC1 | 1.1 | 50 | -18% | 12% | ? | / | 3.2% | -19% | 0.6% | -23% | i | 61
Cc1cc(C)n(-c2cc(C(C)(C)C)nc3c(-c4ccccc4)cnn23)n1 | 5.8 | 45 | 24% | 5% | i | 0.3 | 1.9% | -8% | -0.1% | -144% | i | 48
COc1ccc(/C=C/C(=O)N(C)C2CCS(=O)(=O)C2)cc1OC (configuration not stated) | 4.1 | 60 | 23% | 0% | i | 0.5 | -0.8% | -8% | -0.2% | 6% | i | 47
COc1cccc(CC(=O)Nc2ccc3c(c2)CCC3)c1 | -0.3 | 50 | 34% | 5% | i | 0.3 | 6.5% | -32% | 3.2% | 32% | i | 30
Cc1c(O)cccc1C(=O)N[C@@H](CSc1ccccc1)[C@H](O)CN1C[C@H]2CCCC[C@H]2C[C@H]1C(=O)NC(C)(C)C | 5.7&3.3 | 53&51 | 29%[20 µM] | 44% | i | 4.1&18 | -7.1% | -12% | -0.1% | -12% | i | 49&20
CCOC(=O)C1=C(CCc2ccccc2)NC(=O)NC1c1ccc2ccccc2c1 (configuration not stated) | 0.5 | 67 | -18%[20 µM] | -6% | i | 2.0 | -1.1% | 10% | -0.2% | 15% | i | 4
N#CC(C#N)=C1CCc2ccccc2N1 | 0.6 | 84 | 2% | -1% | i | 1.0 | 1.3% | 12% | 0.5% | 6% | i | 36
O=C1C=C(Nc2ccccc2)CC(c2ccccc2)C1 (configuration not stated) | 0.6 | 91 | 1% | 7% | i | 0.1 | -3.6% | -14% | 0.1% | 9% | i | 46

The list is partial; count on the stated rates, not on these rows.
